Assay outcomes (PubChem)
RTF Ca sens act: cardiac RTF calcium sensitization; 0.24% of 340,000 active; IANBD-labeled TnC RTF fluorescence at EC20 calcium; 0% EC20 calcium, 100% full calcium; activation, % at 7.2 µM; P19429+P45379;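 active = activation above the mean over all tested compounds plus 3 SD, cut at about 30% in these data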;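 also: rise in fluorescence read as greater calcium sensitivity of cardiac thin filaments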
MOR-DOR inv ag: mu-delta opioid heterodimer inverse agonism | P35372+P41143 | AID 504357 | inhibition, % at 9.3 µM | 0.21% of 340,000 active | cell-based MOR-DOR heterodimer luminescence; in the data active = inhibition above about 22%, passing the limit was not always enough;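 also: 0% = cells with DMSO and 100% = wells without cells with DMSO; values of inactives mirror those of a sister screen read the other way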
Target sequence (P35372 whole entry, looked up): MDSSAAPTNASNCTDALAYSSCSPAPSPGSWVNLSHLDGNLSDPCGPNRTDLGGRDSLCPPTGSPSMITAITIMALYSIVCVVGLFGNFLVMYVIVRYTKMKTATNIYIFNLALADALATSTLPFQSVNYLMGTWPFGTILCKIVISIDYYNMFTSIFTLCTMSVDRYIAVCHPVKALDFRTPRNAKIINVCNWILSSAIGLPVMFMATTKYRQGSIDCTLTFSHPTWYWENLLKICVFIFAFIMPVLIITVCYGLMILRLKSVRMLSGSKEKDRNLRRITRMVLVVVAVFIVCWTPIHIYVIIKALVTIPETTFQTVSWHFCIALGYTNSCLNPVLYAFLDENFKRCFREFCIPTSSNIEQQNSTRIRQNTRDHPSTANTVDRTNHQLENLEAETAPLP
Target sequence (P41143 whole entry, looked up): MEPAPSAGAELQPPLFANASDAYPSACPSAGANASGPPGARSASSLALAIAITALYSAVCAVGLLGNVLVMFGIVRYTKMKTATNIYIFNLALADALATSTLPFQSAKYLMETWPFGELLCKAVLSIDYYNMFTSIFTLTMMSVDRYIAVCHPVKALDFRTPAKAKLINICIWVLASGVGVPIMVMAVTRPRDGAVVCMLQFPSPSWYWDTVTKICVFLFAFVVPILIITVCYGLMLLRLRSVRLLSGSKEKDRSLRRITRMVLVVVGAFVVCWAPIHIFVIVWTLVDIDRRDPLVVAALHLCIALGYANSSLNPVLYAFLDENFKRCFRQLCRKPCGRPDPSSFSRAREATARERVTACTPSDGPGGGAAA
Keap1 Nrf2 FP: inhibitors of human Keap1-Nrf2 protein-protein interaction; Q14145; Keap1 Kelch-Nrf2 peptide fluorescence polarization, 1536-well; inhibition, % at 9.4 µM; 0.15% of 340,000 active; AID 504523; in the data active = inhibition above about 12%;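 also: human Keap1 Kelch domain with fluorescein labeled Nrf2 9mer peptide probe; 0% = neutral control wells and 100% = peptide positive control; higher means more block of Keap1 binding to Nrf2 peptide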
C-LANA FP: KSHV C-LANA DNA binding inhibition | MBP-C-LANA/FAM-LBS DNA binding, fluorescence polarization | inhibition, % at 9 µM | 0.078% of 340,000 active;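 active = highest replicate inhibition at or above 60% at 9 µM, even if other replicates fall short; inactive = all replicates below 60% inhibition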;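 also: 0% = neutral control wells and 100% = 4 µM acridine orange control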
DSG3 Ab inh: human desmoglein-3 autoantibody binding inhibition. P32926. DSG3-coupled beads, scFv-anti-DSG3-GFP binding, flow cytometry; hits give low values. binding (percent of control), % at 10 µM. 0.48% of 310,000 active. AID 588358;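 active = binding more than 3 SD below its plate's average and above zero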;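 also: hits lower antibody fragment binding to DSG3; some compounds called inactive have numbers as strong as hits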
Wnt bcat act: activates Wnt/beta-catenin signaling in a reporter cell assay; activator, plate reader; activation, % at 9.35 µM; 1.2% of 300,000 active; in the data active = activation above about 30%, passing the limit was not always enough;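 also: 0% = neutral control wells and 100% = positive control wells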
V-ATPase pH: regulators of yeast V-ATPase proton transport | response, % at 10 µM | AID 504577 | 0.37% of 350,000 active | S. cerevisiae, pHLuorin cytosolic pH fluorescence; in the data active = response mostly above about 7.3%, no sharp cut-off; inactive = mostly below about 5.4%; also: actives read high; inactives centre near 0; some compounds called inactive have numbers as strong as hits; reference of the scale not given here
Cardiac RTF inh: cardiac RTF calcium desensitization; P19429+P45379; IANBD-labeled cardiac RTF, Ca2+ fluorescence; inhibition, % at 7.15 µM; 0.12% of 340,000 active; AID 493244;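 active = inhibition above the mean inhibition of all tested compounds plus 3 SD, cut at about 17% in these data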;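 also: assay run at fixed EC70 calcium of 1.6 mM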
OPRM1-OPRD1 ag: agonists of human mu-delta opioid receptor heterodimerization; cells, OPRM1-OPRD1 heterodimerization, luminescence; activation, % at 9.3 µM; 0.3% of 340,000 active; AID 504326; in the data active = activation above about 18%;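 also: 0% = vehicle-treated cells and 100% = reference agonist; values of inactives mirror those of a sister screen read the other way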
Arrestin-AP2 inh: inhibitors of human beta-arrestin and AP2 interaction. FITC-arrestin peptide / GST-AP2 beads, flow cytometry; AP2 beta2 appendage carries R879A mutation. inhibition, % at 10 µM. 0.31% of 340,000 active. AID 504490;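 active = inhibition above a set limit, near 3 SD of compounds lacking own fluorescence, cut at about 54% in these data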;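 also: plate controls were DMSO wells for no effect and 5 µM unlabelled arrestin peptide for full effect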
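Measured by: flow cytometry, FL1 (488/535 nm); Material: AP2 appendage R879A on GSH beads; Evaluation: percent response; Timing: pre-incubation 12 min, peptide binding 1 h, room temperature; Also added: 50 nM FITC-arrestin peptide; Medium: PBS with 0.05% Tween 20 and 0.1% BSA.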
Starred values were filed as active, the others as inactive; · = not tested or not shown.

The first 2 entries (preview)
SMILES	RTF Ca sens act	MOR-DOR inv ag	Keap1 Nrf2 FP	C-LANA FP	DSG3 Ab inh	Wnt bcat act	V-ATPase pH	Cardiac RTF inh	OPRM1-OPRD1 ag	Arrestin-AP2 inh
CCOC(=O)[C@H]1[C@H]2COc3cc(OC)ccc3[C@@H]2N2C(=O)c3cc(OC)c(OC)cc3NC(=O)[C@@]12C	13.2	9.0	-1.3	-2.3	·	2.2	0.6	1.2	-1.6	2.6
Clc1ccc(OCc2nnc(SCc3nnc(-c4ccccc4)o3)o2)c(Cl)c1	-3.0	-10.6	-2.8	-0.6	88.9	8.6	1.3	-0.4	2.1	22.5

Main list, previewed entries included:
SMILES	RTF Ca sens act	MOR-DOR inv ag	Keap1 Nrf2 FP	C-LANA FP	DSG3 Ab inh	Wnt bcat act	V-ATPase pH	Cardiac RTF inh	OPRM1-OPRD1 ag	Arrestin-AP2 inh
CCOC(=O)[C@H]1[C@H]2COc3cc(OC)ccc3[C@@H]2N2C(=O)c3cc(OC)c(OC)cc3NC(=O)[C@@]12C	13.2	9.0	-1.3	-2.3	·	2.2	0.6	1.2	-1.6	2.6
Clc1ccc(OCc2nnc(SCc3nnc(-c4ccccc4)o3)o2)c(Cl)c1	-3.0	-10.6	-2.8	-0.6	88.9	8.6	1.3	-0.4	2.1	22.5
O=C(NCC1CCCO1)c1ccccc1-c1nc(-c2ccccc2Cl)no1 (centres undefined)	0.4	7.8	-3.9	1.1	97.5	1.1	-0.1	-7.6	-1.6	-8.2
O=S(=O)(c1ccc(F)cc1)N1CCN(c2nc(-c3cccnc3)nc3ccccc23)CC1	2.6	-0.8	-4.6	0.1	·	-1.0	4.7	-8.6	0.2	-7.3
COc1ccc(-c2nc(C(F)(F)F)c(OC)o2)cc1OC	2.0	3.4	-0.9	1.1	106.0	-2.3	-1.5	-3.0	-0.6	6.2
Nc1cc(N)nc(SCCN2CCCCC2)n1	-2.0	10.1	-5.3	0.4	98.9	2.1	-2.1	8.0	-1.6	8.2
CC(NCCc1ccc(S(N)(=O)=O)cc1)C(=O)NCc1ccccc1 (centres undefined)	-6.3	9.8	-1.6	3.8	109.3	1.4	-2.8	0.8	-2.2	57.4*
COCCn1c(=O)[nH]c2cc(C(=O)NCc3ccccc3)ccc2c1=O	4.2	6.6	-1.0	2.6	101.3	-5.6	1.4	-15.2	-1.2	-0.7
CCOC(=O)Cc1c(C)c2c(C)nn(-c3ccccc3)c2oc1=O	3.7	2.3	1.6	-0.6	103.7	·	-0.6	1.9	-0.4	27.6
Cc1nn(CC(C)C(=O)N2CCN(S(=O)(=O)c3ccc(Cl)cc3)CC2)c(C)c1C (centres undefined)	-5.0	11.0	6.9	-0.3	·	-2.1	-2.7	-11.7	-1.7	-6.9
COc1ccc([N+](=O)[O-])cc1COc1ccc2c(-c3ccccc3)cc(=O)oc2c1	-1.7	3.1	7.6	-0.4	99.5	·	-2.9	2.6	-0.7	14.6
CCSc1nnc(NC(=O)CCn2c(=O)oc3ccccc32)s1	11.0	0.0	-7.5	-0.9	105.2	17.0	3.0	-2.8	0.0	-11.9
CNC(=S)NNC(=O)COc1ccccc1C	2.4	10.9	-2.7	-2.5	91.6	·	-0.5	-1.5	-1.9	5.2
COc1cc(/C=C/CN2CCC(CO)(CC3CCCCO3)CC2)ccc1O (centres undefined)	0.8	2.3	0.8	-0.5	103.8	-1.3	1.7	-4.9	-0.5	20.9
COC(=O)CSc1[nH]c2ccccc2c1[N+](=O)[O-]	-5.0	9.4	0.1	-0.5	101.3	0.4	3.6	-5.3	-1.9	-0.7
Cc1cc(C(=O)COC(=O)CNC(=O)c2ccccc2)c(C)n1CC1CCCO1 (centres undefined)	-4.5	6.0	0.8	-0.4	103.7	-2.6	-0.6	-5.4	-1.2	-14.6
CCOc1ccc(N(C)S(=O)(=O)c2ccc(C)c(C(=O)NCc3cccs3)c2)cc1	-0.6	0.8	0.1	2.2	104.6	-2.7	0.8	2.1	-0.2	42.6
COc1cc(NC(=O)CN2C(=O)C(c3ccccc3)=NC2(C)C)cc(OC)c1	2.5	6.5	-3.6	-0.7	104.7	-2.4	-0.2	0.5	-1.1	5.1
Cc1ccc(C(=O)N2CCN(C)CC2)cc1S(=O)(=O)N1CCCCCC1	-0.5	7.7	-2.3	1.6	101.4	1.2	-1.7	-5.6	-1.4	-9.5
Cc1ccc(SC[C@H](CC(C)C)N2CCN(CCc3ccccc3)CCC2=O)cc1	-9.4	-67.6	-0.9	-1.2	105.1	5.6	5.4	-2.5	11.6	0.7
COc1cccc(/C=N/NC(=O)C(=O)NCc2cccnc2)c1OC	0.1	1.1	-1.7	0.9	106.5	1.3	-0.3	-8.2	-0.2	22.7
Brc1ccc2[nH]ncc2c1	-1.1	1.8	-2.4	-1.9	85.0	2.9	2.6	-13.9	-0.3	7.5
COc1ccccc1CCNC(=O)C(=O)Nc1cc2c3c(c1)C(C)C(=O)N3CCC2 (centres undefined)	-11.8	18.3	-2.6	-0.1	101.1	-2.0	-6.5	-40.8	-3.8	-6.2
COc1ccc(/C=N\Nc2ccccn2)c(OC)c1	-4.4	7.0	-0.3	1.2	102.1	13.9	-2.5	-4.8	-1.5	-7.4
COc1ccc(NC(=O)CSc2nc3[nH]ncc3c(=O)[nH]2)cc1OC	3.8	2.1	-9.6	2.4	98.5	-1.6	1.3	6.9	-0.3	31.6
COc1ccc([N+](=O)[O-])cc1NC(=O)c1ccc(-n2nc(C)cc2C)cc1	5.4	6.4	-0.8	-0.9	101.3	-1.2	2.2	0.0	-1.3	-0.5
O=C(COC(=O)c1ccccc1NCCO)Nc1cc(C(F)(F)F)ccc1N1CCOCC1	-3.0	-1.4	3.1	1.1	·	-3.8	-0.6	-4.6	0.3	11.5
COc1cc2c(C(=O)NCCCOC(C)C)cn(CC(C)C)c(=O)c2cc1OC	-1.8	16.0	-8.3	-0.6	100.7	-3.6	-2.4	6.5	-2.8	-7.6
CSc1ccc(/C=C(/NC(=O)c2ccc(C)cc2)C(=O)Nc2cccc(C)c2)cc1	3.4	-7.1	-1.8	0.6	111.6	-3.3	2.9	-6.0	1.4	25.7
Nc1nonc1-c1noc(N2CCOCC2)n1	-3.1	11.4	2.0	0.4	101.8	·	2.0	8.0	-2.7	27.8
CCSc1nnc(NC(=O)C2CCCCC2)s1	8.8	-26.7	-6.4	0.3	112.8	·	-0.4	-4.0	4.8	-0.9
COc1cccc(-c2sc3ccc(OC)cc3c2C#CCCO)c1	-2.4	-13.9	-2.0	-1.4	103.7	0.2	-2.1	-4.5	2.4	8.4
CCOc1cccc(/C=N/NC(=O)c2cccnc2)c1O	-8.0	0.2	2.7	-2.3	110.1	1.7	-0.3	2.1	0.0	6.6
O=C(C1CC=CCC1)N1CCN(S(=O)(=O)c2ccc(F)cc2)CC1 (centres undefined)	-3.7	-4.3	-1.5	0.4	101.0	-1.3	-0.3	-3.9	0.7	2.5
CSCCC(NC(=O)c1ccccc1Cl)C(=O)N1CCCCC1 (centres undefined)	2.8	15.2	-5.8	-1.2	·	2.6	3.9	-8.4	-3.9	4.7
COc1ccc(C(=O)OCC(=O)N(C)C2CCS(=O)(=O)C2)cc1Br (centres undefined)	-0.4	-297.7	5.1	0.0	100.7	0.7	-0.2	-4.7	75.6*	47.7
Cc1cccc(N(CC(=O)N2CCN(c3ccccc3F)CC2)S(C)(=O)=O)c1	1.3	-0.4	-2.7	0.4	106.8	-1.0	-0.2	5.6	0.1	3.8
CCC(Sc1ccc2nnc(-c3ccc(F)cc3)n2n1)C(=O)OC (centres undefined)	1.1	2.0	-0.2	-0.5	107.7	0.6	-2.3	-0.2	-0.4	26.3
CCOC(=O)[C@@H]1[C@H]2COc3cc(OC)ccc3[C@@H]2N2C(=O)N(c3ccc(OC)cc3)C(=O)[C@@]12C	-0.2	5.4	4.0	3.3	97.4	0.0	-1.9	1.2	-0.9	-9.1
Nc1ncnc2c1ncn2Cc1ccccc1	4.8	5.1	-4.6	-0.6	106.6	-2.0	7.8	-0.5	-1.0	-0.8
COc1ccc(C2C(C(=O)NCC3CCCO3)c3cc(OC)c(OC)cc3C(=O)N2C)cc1OC (centres undefined)	-5.3	11.0	4.8	-0.1	·	·	1.0	-12.6	-2.0	-10.7
Cc1ccc(C(CC(=O)NCc2ccco2)c2ccc(OC(C)C)cc2)cc1 (centres undefined)	3.6	-5.7	-6.1	0.3	98.9	-4.6	2.1	-11.6	1.1	-4.0
COc1ccc(NC(=O)ON=C2c3ccccc3-c3ccccc32)cc1	2.2	-40.8	-1.3	0.3	97.8	·	-3.4	3.4	7.1	2.6
CC(C)N(C)Cc1cn(C)nc1-c1ccc(Oc2ccccc2)cc1	2.7	-14.0	0.2	0.8	108.6	-2.0	-4.6	-5.4	2.7	1.8
Cc1cc(C)cc(N(C(=O)c2ccco2)C(C(=O)NC2CCCC2)c2ccncc2)c1 (centres undefined)	-1.1	-23.2	-4.9	-1.0	104.7	1.7	-0.8	-7.7	2.8	1.0
O=C(Nc1ccc2c(c1)CCC2)c1cccc(S(=O)(=O)N2CCN(c3ccc(F)cc3)CC2)c1	1.5	-38.1	-0.7	1.6	103.4	·	2.5	-2.5	6.6	-0.1
CN(C)CCN(C(=O)c1ccco1)c1nc2cc3c(cc2s1)OCCO3	-3.8	-8.0	0.1	-0.7	114.3	11.3	4.2	1.6	2.4	-4.2
O=C(Nc1cccc(C(F)(F)F)c1)C1CCN(S(=O)(=O)c2cnc[nH]2)CC1	6.1	10.9	-3.8	-0.8	103.2	-14.3	0.4	-2.0	-2.0	3.3
